Cdc42 wt = changes GTP binding to wildtype human Cdc42. GST-Cdc42 beads, Bodipy-GTP binding, flow cytometry; actives lie on both sides. P60953. AID 761. actives 0.2% (n = 190,000). percent activity (GTP binding), % at 10 µM;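 active = percent activity GTP binding at least 20 points away from the 100% baseline, either down as inhibitor or up as activator; inconclusive = compound flagged as likely green fluorescent from well-wide comparison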;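 also: median bead fluorescence of bound Bodipy-FL-GTP at 100 nM; 0% = excess unlabeled GTP control and 100% = no compound control; below 100% means less GTP binding so inhibitor and above means activator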
Target sequence (P60953 whole entry, looked up): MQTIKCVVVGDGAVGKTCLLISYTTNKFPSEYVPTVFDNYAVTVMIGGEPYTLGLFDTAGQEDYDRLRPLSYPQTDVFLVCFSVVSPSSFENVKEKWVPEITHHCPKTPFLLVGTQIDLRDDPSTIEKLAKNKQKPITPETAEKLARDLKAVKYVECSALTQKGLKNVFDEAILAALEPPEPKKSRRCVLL
ABCB1 inh = inhibitors of human ABCB1 transporter, ABCG2 counter-screen | CCRF-Adr cells, JC-1 efflux, flow cytometry | P08183 | inhibition, % at 6.6 µM | actives 0.067% (n = 190,000); in the data active = inhibition above about 40%;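 also: 0% = vehicle and 100% = reference inhibitor; higher value means more JC-1 retained so stronger ABCB1 efflux block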
Rac1 mut GTP = human Rac1 activated mutant GTP binding change. AID 764. GST-Rac1 activated beads, fluorescent GTP binding, flow cytometry; actives lie on both sides; 100% means binding = to untreated wells. actives 0.11% (n = 190,000). percent activity (GTP binding), % at 10 µM. P63000;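 active = GTP binding at least 20 percentage points away from the 100% baseline, in either direction, so actives lie on both sides; inconclusive = Compound likely fluorescent itself, or too few beads counted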
Rac1 wt GTP bind = alters GTP binding to wildtype human Rac1. P63000. AID 757. GST-Rac1 beads, fluorescent GTP binding, flow cytometry; actives lie on both sides; 0 = cold GTP competed, 100 = untreated. actives 0.27% (n = 190,000). GTP binding activity (% of control), % at 10 µM;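 active = GTP binding activity at least 20 points away from the 100% control level, either lower or higher; inconclusive = compound flagged as likely green fluorescent, judged across all proteins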
Rab7 wt GTP bind = alters GTP binding to wildtype dog Rab7 | actives 0.055% (n = 190,000) | GST-Rab7 beads, fluorescent GTP binding, flow cytometry; actives lie on both sides; untreated = 100%, excess cold GTP = 0% | GTP binding activity (percent of control), % at 10 µM;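 active = fluorescent GTP binding to Rab7 beads changed by at least 20 points from the 100% baseline, either direction, mostly lower; inconclusive = compound itself probably fluorescent, or too few beads counted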;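 also: median green fluorescence of bound Bodipy-FL-GTP per Rab7 bead population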
HRas wt GTP = human HRas wildtype GTP binding, change in either direction; P01112; GST-Ras wt beads, Bodipy-FL-GTP binding, flow cytometry; actives lie on both sides; GTP binding activity, % at 10 µM; actives 0.14% (n = 190,000);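 active = GTP binding activity at least 20% away from the 100% baseline, either lowered as inhibitor or raised as activator; inconclusive = flagged as likely green fluorescent, judged across all proteins in the well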;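 also: 0% = unlabeled GTP competition control and 100% = no-compound control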
Target sequence (P01112 whole entry, looked up): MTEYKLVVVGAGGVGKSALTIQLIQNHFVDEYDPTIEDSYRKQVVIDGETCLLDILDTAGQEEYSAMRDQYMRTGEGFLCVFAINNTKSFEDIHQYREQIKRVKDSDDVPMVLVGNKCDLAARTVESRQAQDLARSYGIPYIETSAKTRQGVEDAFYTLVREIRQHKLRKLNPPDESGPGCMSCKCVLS
Rab2 wt GTP = changes GTP binding to wildtype dog Rab2A, up or down. P61105. GST-Rab2 wt beads, Bodipy-GTP binding, flow cytometry. GTP binding activity, % at 10 µM. actives 0.19% (n = 190,000);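 active = GTP binding activity at least 20 points away from 100%, either lowered or raised; inconclusive = signal likely due to the compound's own green fluorescence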;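 also: 0% = beads with excess unlabeled GTP and 100% = no-compound control corrected for plate trend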
Pf gamet viab = kills late stage P. falciparum gametocytes; AID 743093; actives 0.065% (n = 150,000); inhibition, % at 10.9 µM; P. falciparum stage V gametocytes, ATP luminescence, 24 h;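 active = inhibition above the mean plus 3 SD of compounds within the control limits, set per campaign, cut at about 38% in these data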;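 also: 0% = DMSO wells and 100% = medium only without gametocytes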
Avidin fluor = avidin bead compound fluorescence profile; fluorescence (KMESF) at 10 µM; AID 1775; Avidin beads, compound fluorescence 488/530 nm, flow cytometry; active compounds read high; actives 0.38% (n = 220,000); in the data active = fluorescence above about 47; also: inactives centre near 10
GSH bead fluor = compound fluoresces at 488/530 nm on GSH beads; GSH beads flow cytometry, compound fluorescence 488/530 nm; active compounds read high; fluorescence (KMESF) at 10 µM; actives 0.25% (n = 190,000); AID 1776; in the data active = fluorescence above about 89;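 also: glutathione beads carrying GST-tagged Bcl family fusion proteins plus one bare bead set; values are compound well signal with DMSO vehicle wells as background; inactives centre near 16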
ABCG2 block = inhibitors of human ABCG2 transporter, ABCB1 counter-screen; Q9UNQ0; IgMXP3 cells, JC-1 efflux, flow cytometry; inhibition, % at 6.6 µM; actives 0.1% (n = 190,000); AID 1325;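 active = inhibition above 80%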;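 also: 0% = DMSO and 100% = nicardipine control wells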
Target sequence (Q9UNQ0 whole entry, looked up): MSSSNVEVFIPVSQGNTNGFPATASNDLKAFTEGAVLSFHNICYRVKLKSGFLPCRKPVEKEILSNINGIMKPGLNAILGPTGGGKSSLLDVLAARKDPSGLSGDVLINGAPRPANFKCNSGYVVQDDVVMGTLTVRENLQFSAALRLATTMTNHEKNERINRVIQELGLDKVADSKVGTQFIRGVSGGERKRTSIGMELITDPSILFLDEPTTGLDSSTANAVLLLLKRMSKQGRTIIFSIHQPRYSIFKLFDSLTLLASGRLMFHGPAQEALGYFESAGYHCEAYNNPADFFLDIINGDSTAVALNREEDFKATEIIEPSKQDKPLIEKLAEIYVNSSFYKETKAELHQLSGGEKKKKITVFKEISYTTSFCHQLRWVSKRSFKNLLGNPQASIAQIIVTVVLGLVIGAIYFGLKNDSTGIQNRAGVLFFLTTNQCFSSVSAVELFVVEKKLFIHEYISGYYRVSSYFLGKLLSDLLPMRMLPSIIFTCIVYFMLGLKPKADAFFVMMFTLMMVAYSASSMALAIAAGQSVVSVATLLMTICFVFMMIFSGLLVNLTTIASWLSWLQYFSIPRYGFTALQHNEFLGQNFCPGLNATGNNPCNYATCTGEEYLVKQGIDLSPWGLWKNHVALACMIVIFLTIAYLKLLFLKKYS
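test system = two drug-resistant human cell lines, ABCG2 and ABCB1 | amount = 3 million cells/mL final, two lines in 1:1 ratio | reagent = JC-1 transporter substrate | doses = one concentration, 6.6 µM final | incubation = 10 min at 25 °C | signal = flow cytometric JC-1 green MFI at 530 nm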
An asterisk follows results filed as active.

O=C(CCC(=O)c1cccs1)NCc1ccc(F)cc1 was read as Cdc42 wt 94, ABCB1 inh 0.3, Rac1 mut GTP 94, Rac1 wt GTP bind 100, Rab7 wt GTP bind 96, HRas wt GTP 96, Rab2 wt GTP 93, Pf gamet viab 11, Avidin fluor 6, GSH bead fluor 40 and ABCG2 block 1.
For CC(NC(=O)CN1CCN(Cc2ccc(Cl)cc2)C1=O)c1ccc2c(c1)OCCO2 (stereo not given) the results were Cdc42 wt 103, ABCB1 inh 0.2, Rac1 mut GTP 98, Rac1 wt GTP bind 108, Rab7 wt GTP bind 105, HRas wt GTP 104, Rab2 wt GTP 103, Avidin fluor 4, GSH bead fluor 14 and ABCG2 block 12.
C/C(=N\Nc1nc(N2CCCCCC2)nc(N2CCCCCC2)n1)c1ccccc1 was read as Cdc42 wt 103, ABCB1 inh -0.5, Rac1 mut GTP 102, Rac1 wt GTP bind 103, Rab7 wt GTP bind 95, HRas wt GTP 100, Rab2 wt GTP 103, Pf gamet viab -2, Avidin fluor 8, GSH bead fluor 12 and ABCG2 block 9.
Screening CC(Cc1ccccc1)C(=O)NCc1ccncc1 (stereo not given) returned Cdc42 wt 103, ABCB1 inh 0.7, Rac1 mut GTP 97, Rac1 wt GTP bind 108, Rab7 wt GTP bind 100, HRas wt GTP 100, Rab2 wt GTP 100, Pf gamet viab -5, Avidin fluor 15, GSH bead fluor 16 and ABCG2 block -4.
`Cc1cccc(N=Cc2[nH]c3ccc(Br)c(Cl)c3c2O)c1` gave Cdc42 wt inconclusive, ABCB1 inh -0.2, Rac1 mut GTP inconclusive, Rac1 wt GTP bind inconclusive, Rab7 wt GTP bind inconclusive, HRas wt GTP inconclusive, Rab2 wt GTP inconclusive, Pf gamet viab -10, Avidin fluor 33, GSH bead fluor 16 and ABCG2 block -2.
`Cn1c(=O)n(C)c2cc([N+](=O)[O-])c(N3CCN(S(=O)(=O)c4ccccc4)CC3)cc21` gave Cdc42 wt 104, ABCB1 inh 2.9, Rac1 mut GTP 98, Rac1 wt GTP bind 104, Rab7 wt GTP bind 100, HRas wt GTP 99, Rab2 wt GTP 98, Pf gamet viab 8, Avidin fluor 24, GSH bead fluor 6 and ABCG2 block 45.
O=C(CN1CCOc2ccccc21)NCc1cccs1 was read as Cdc42 wt 103, ABCB1 inh 0.5, Rac1 mut GTP 97, Rac1 wt GTP bind 108, Rab7 wt GTP bind 102, HRas wt GTP 104, Rab2 wt GTP 101, Pf gamet viab -7, Avidin fluor 24, GSH bead fluor 22 and ABCG2 block 11.
Screening COc1ccc(-c2cc(C(=O)NNC3=NCCC3)c3c(C)nn(-c4ccccc4)c3n2)cc1 returned Cdc42 wt 97, ABCB1 inh 1.0, Rac1 mut GTP 96, Rac1 wt GTP bind 99, Rab7 wt GTP bind 102, HRas wt GTP 98, Rab2 wt GTP 97, Pf gamet viab 7, Avidin fluor 11, GSH bead fluor 10 and ABCG2 block 2.
O=C(CCn1c(=O)oc2ccccc21)NCc1ccc2c(c1)OCO2 was read as Cdc42 wt 98, ABCB1 inh 0.5, Rac1 mut GTP 101, Rac1 wt GTP bind 102, Rab7 wt GTP bind 100, HRas wt GTP 99, Rab2 wt GTP 96, Avidin fluor 24, GSH bead fluor 16 and ABCG2 block 5.
COc1cc(C(=O)N[C@H](C(=O)NC2CCCCCC2)C(C)C)cc(OC)c1OC was read as Cdc42 wt 95, ABCB1 inh 0.5, Rac1 mut GTP 98, Rac1 wt GTP bind 96, Rab7 wt GTP bind 95, HRas wt GTP 98, Rab2 wt GTP 96, Pf gamet viab 19, Avidin fluor 12, GSH bead fluor 13 and ABCG2 block 1.
`CCN(CC)S(=O)(=O)c1ccc(N2CCOCC2)c(NS(=O)(=O)c2ccc(C)cc2)c1` gave Cdc42 wt 99, ABCB1 inh 3.3, Rac1 mut GTP 98, Rac1 wt GTP bind 101, Rab7 wt GTP bind 101, HRas wt GTP 98, Rab2 wt GTP 95, Pf gamet viab -15, Avidin fluor 13, GSH bead fluor 7 and ABCG2 block 6.
Cc1c2cnn(CC(=O)Nc3cccc(C(F)(F)F)c3)c(=O)c2c(C)n1Cc1ccccc1F was read as Cdc42 wt 91, ABCB1 inh 0.1, Rac1 mut GTP 93, Rac1 wt GTP bind 93, Rab7 wt GTP bind 96, HRas wt GTP 98, Rab2 wt GTP 93, Pf gamet viab 4, Avidin fluor 1, GSH bead fluor 6 and ABCG2 block -1.
For Cc1c(C(=O)N2CCN(Cc3ccccc3)CC2)sc2ncnc(N3CCOCC3)c12 the results were Cdc42 wt 99, ABCB1 inh 1.2, Rac1 mut GTP 97, Rac1 wt GTP bind 99, Rab7 wt GTP bind 103, HRas wt GTP 97, Rab2 wt GTP 97, Avidin fluor 15, GSH bead fluor 28 and ABCG2 block 7.
`O=C(O)/C=C\C(=O)NCc1cccnc1` gave Cdc42 wt 93, ABCB1 inh 0.7, Rac1 mut GTP 98, Rac1 wt GTP bind 96, Rab7 wt GTP bind 98, HRas wt GTP 97, Rab2 wt GTP 97, Pf gamet viab -18, Avidin fluor 11, GSH bead fluor 25 and ABCG2 block 2.
For Cc1ccc(C(=O)NNC(=O)c2cccnc2SCc2cccc([N+](=O)[O-])c2)cc1 the results were Cdc42 wt 99, ABCB1 inh 0.4, Rac1 mut GTP 98, Rac1 wt GTP bind 101, Rab7 wt GTP bind 97, HRas wt GTP 98, Rab2 wt GTP 97, Pf gamet viab -15, Avidin fluor 16, GSH bead fluor 15 and ABCG2 block -1.
`C/C(=N\NC(=O)c1[nH]c2c([N+](=O)[O-])cc(C)cc2c1-c1ccccc1)c1cccnc1` gave Cdc42 wt 102, ABCB1 inh 3.0, Rac1 mut GTP 99, Rac1 wt GTP bind 103, Rab7 wt GTP bind 100, HRas wt GTP 101, Rab2 wt GTP 100, Avidin fluor 4, GSH bead fluor 20 and ABCG2 block 6.
`CCc1ccc2c(c1)/C(=N/N(C)C(=S)NC)C(=O)N2` gave Cdc42 wt 98, ABCB1 inh 1.1, Rac1 mut GTP 93, Rac1 wt GTP bind 98, Rab7 wt GTP bind 97, HRas wt GTP 100, Rab2 wt GTP 96, Avidin fluor 12, GSH bead fluor 35 and ABCG2 block 8.
Screening CC1(C)SCC(C(=O)O)NC1=O (stereo not given) returned Cdc42 wt 99, ABCB1 inh 1.5, Rac1 mut GTP 97, Rac1 wt GTP bind 102, Rab7 wt GTP bind 100, HRas wt GTP 100, Rab2 wt GTP 101, Pf gamet viab -11, Avidin fluor 12, GSH bead fluor 14 and ABCG2 block 1.
Screening CC(=O)Nc1ccc(NC(=O)/C=C/c2ccc(Cl)cc2)cc1 returned Cdc42 wt 98, ABCB1 inh -0.3, Rac1 mut GTP 96, Rac1 wt GTP bind 96, Rab7 wt GTP bind 98, HRas wt GTP 98, Rab2 wt GTP 99, Pf gamet viab -8, Avidin fluor 9, GSH bead fluor 73 and ABCG2 block 12.
Screening COc1ccccc1N1CCN(CC(=O)Nc2cc(F)ccc2C)CC1 returned Cdc42 wt 100, ABCB1 inh 0.0, Rac1 mut GTP 96, Rac1 wt GTP bind 99, Rab7 wt GTP bind 101, HRas wt GTP 103, Rab2 wt GTP 97, Pf gamet viab -11, Avidin fluor 11, GSH bead fluor 44 and ABCG2 block 11.
`CCOc1cc(C(=O)Nc2ccc([N+](=O)[O-])cn2)cc(OCC)c1OCC` gave Cdc42 wt 102, ABCB1 inh 1.2, Rac1 mut GTP 101, Rac1 wt GTP bind 102, Rab7 wt GTP bind 96, HRas wt GTP 100, Rab2 wt GTP 100, Pf gamet viab -2, Avidin fluor 12, GSH bead fluor 10 and ABCG2 block 78.
Cc1ccc(OCC(=O)N2CCN(C(=O)c3cccnc3)CC2)cc1 was read as Cdc42 wt 101, ABCB1 inh 2.8, Rac1 mut GTP 98, Rac1 wt GTP bind 106, Rab7 wt GTP bind 99, HRas wt GTP 100, Rab2 wt GTP 99, Avidin fluor 5, GSH bead fluor 29 and ABCG2 block 7.
`Cc1c(Cl)cnc(NC(=O)COC(=O)CCc2nc3ccccc3s2)c1Cl` gave Cdc42 wt 101, ABCB1 inh 0.1, Rac1 mut GTP 98, Rac1 wt GTP bind 101, Rab7 wt GTP bind 99, HRas wt GTP 98, Rab2 wt GTP 96, Pf gamet viab 16, Avidin fluor 12, GSH bead fluor 12 and ABCG2 block 0.
Screening Cc1ccc(S(=O)(=O)c2nc(-c3ccco3)oc2SCC(=O)NCC2CCCO2)cc1 (stereo not given) returned Cdc42 wt 99, ABCB1 inh 0.9, Rac1 mut GTP 98, Rac1 wt GTP bind 100, Rab7 wt GTP bind 102, HRas wt GTP 100, Rab2 wt GTP 99, Avidin fluor 9, GSH bead fluor 13 and ABCG2 block 2.
For Clc1ccc(CCNc2nc3ccccc3n3nnnc23)cc1 the results were Cdc42 wt 102, ABCB1 inh 0.2, Rac1 mut GTP 99, Rac1 wt GTP bind 103, Rab7 wt GTP bind 103, HRas wt GTP 102, Rab2 wt GTP 102, Avidin fluor 5, GSH bead fluor 27 and ABCG2 block 0.
`Cc1ccc(NC(=O)c2cccnc2)cc1S(=O)(=O)N(C)C` gave Cdc42 wt 97, ABCB1 inh 0.6, Rac1 mut GTP 99, Rac1 wt GTP bind 98, Rab7 wt GTP bind 97, HRas wt GTP 97, Rab2 wt GTP 98, Pf gamet viab -24, Avidin fluor 9, GSH bead fluor 26 and ABCG2 block 5.
COc1cc(/C=N/NC(=O)C2CCN(CC(O)COCc3ccccc3)CC2)cc(OC)c1OC (stereo not given) was read as Cdc42 wt 97, ABCB1 inh 0.7, Rac1 mut GTP 96, Rac1 wt GTP bind 96, Rab7 wt GTP bind 97, HRas wt GTP 96, Rab2 wt GTP 95, Pf gamet viab 4, Avidin fluor 9, GSH bead fluor 15 and ABCG2 block 0.
For CCOc1cc(CNCC(C)C)c(Cl)cc1OCC(=O)Nc1ccccc1 the results were Cdc42 wt 94, ABCB1 inh 0.7, Rac1 mut GTP 92, Rac1 wt GTP bind 96, Rab7 wt GTP bind 101, HRas wt GTP 95, Rab2 wt GTP 97, Pf gamet viab 5, Avidin fluor 11, GSH bead fluor 9 and ABCG2 block 17.

Compound activity from PubChem BioAssay.
